# hiPSC survival = enhancers of single-cell hiPSC survival, primary screen, ATPlite luminescence. 100% = ROCK inhibitor wells, 0% = DMSO. survival enhancement, % at 20 µM. actives 0.044% (n = 360,000); in the data active means survival enhancement above about 18%;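 further: cells exposed to compounds for 16 hours before the ATP read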
# ABHD5-PLIN5 inh = ABHD5-PLIN5 interaction inhibitors, primary screen, cell lysate, split luciferase complementation, luminescence; Perilipin-5 (Homo sapiens) + 1-acylglycerol-3-phosphate O-acyltransferase ABHD5 (Homo …; Split G. princeps luciferase complementation, 4 h; inhibition, % at 4 µM; actives 0.78% (n = 360,000); AID 602281, 2012;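 active means inhibition above the mean inhibition across every tested compound plus 3 SD, cut at about 22% in these data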;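 further: 0% = DMSO only wells and the 100% control is not disclosed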
# MC4R ag barr = MC4R agonists recruiting beta-arrestin, primary screen, cell-based, luminescence, agonist arm of biased-ligand search | Melanocortin receptor 4 (Homo sapiens), P32245 | actives 0.98% (n = 360,000) | U2OS MC4R beta-arrestin complementation; percent of melanotan II response, DMSO zero | activation, % at 8.9 µM;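 active means activation above a per-plate cutoff, the mean activation of sample wells on that plate plus 3 SD, cut at about 8% in these data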
# Glyco luc inh = increase of ERlucT glycosylation luciferase signal, primary screen, N-linked glycosylation inhibitor project, D54 ERlucT cells, luminescence, set 2; reporter increase, % at 12.5 µM; actives 0.23% (n = 360,000); D54 ERlucT glycosylation luciferase reporter, 24 h; percent of 100 nM tunicamycin response; AID 588692, 2011;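 active means mean luciferase reporter signal, scaled so untreated is 0 and the glycosylation-blocking control 100, at or above a set limit in every replicate; inconclusive means mean reaches the limit but not every replicate does; inactive means mean below the limit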;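 further: luciferase carries N-glycosylation sites so blocking glycosylation raises the light; 0% = median of neutral control wells and 100% = median of 100 nM tunicamycin wells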
# m5-HT2A agonist = mouse Htr2a agonists via beta-arrestin recruitment, primary screen, cell-based, luminescence | CHO-K1 mHTR2A beta-arrestin complementation; percent of 30 µM serotonin response | activation, % at 7.6 µM | actives 0.66% (n = 360,000) | 5-hydroxytryptamine receptor 2A (Mus musculus), P35363;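 active means activation above a run cutoff, the mean activation of all tested compounds plus 3 SD, cut at about 14% in these data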;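 further: 0% = plate median of compound wells and 100% = 30 µM serotonin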
# ABCB6 inh 2 = ABCB6 transporter inhibitors, primary screen, K562-ABCB6 cells, flow cytometry, MLPCN library; actives 0.19% (n = 360,000); K562-ABCB6 porphyrin accumulation, 1 h; active compounds read low; fluorescence ratio to DMSO, % at 10 µM; ATP-binding cassette sub-family B member 6 (Homo sapiens), Q9NP58;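 active means fluorescence ratio to DMSO below 75%, the collection mean minus 3 SD; inconclusive means too few cells collected in the well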;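 further: signal is porphyrin accumulated inside mitochondria; 100% equals median channel fluorescence of DMSO control wells; lower ratio means ABCB6 inhibition with less porphyrin fluorescence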
# Target sequence (Q9NP58 whole entry, looked up): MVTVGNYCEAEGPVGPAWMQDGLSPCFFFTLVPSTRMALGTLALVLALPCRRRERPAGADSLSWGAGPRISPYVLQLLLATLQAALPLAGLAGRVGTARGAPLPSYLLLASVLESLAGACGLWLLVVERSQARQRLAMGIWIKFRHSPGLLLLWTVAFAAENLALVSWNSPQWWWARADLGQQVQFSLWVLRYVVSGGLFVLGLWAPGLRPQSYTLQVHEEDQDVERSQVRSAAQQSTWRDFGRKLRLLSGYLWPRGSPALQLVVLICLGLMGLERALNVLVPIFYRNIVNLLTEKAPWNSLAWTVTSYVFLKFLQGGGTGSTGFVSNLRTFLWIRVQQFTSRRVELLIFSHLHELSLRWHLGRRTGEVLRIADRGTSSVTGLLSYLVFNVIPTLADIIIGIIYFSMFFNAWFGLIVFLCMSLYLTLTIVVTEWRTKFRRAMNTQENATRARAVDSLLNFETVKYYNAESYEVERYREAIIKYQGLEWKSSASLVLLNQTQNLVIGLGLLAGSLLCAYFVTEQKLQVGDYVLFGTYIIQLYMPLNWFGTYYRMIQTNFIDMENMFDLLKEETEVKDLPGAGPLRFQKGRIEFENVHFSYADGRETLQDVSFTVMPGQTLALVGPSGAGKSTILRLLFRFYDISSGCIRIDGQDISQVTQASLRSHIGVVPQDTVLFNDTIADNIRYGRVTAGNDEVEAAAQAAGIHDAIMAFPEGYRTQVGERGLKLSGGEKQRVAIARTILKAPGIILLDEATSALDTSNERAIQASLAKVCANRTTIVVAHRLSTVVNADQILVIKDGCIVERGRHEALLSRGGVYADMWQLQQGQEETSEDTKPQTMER
# Exocytosis inh = LAMP-1 surface exposure blockers, TALL-104 cells – cell-based, flow cytometry, MLPCN library, primary screen; TALL-104 LAMP-1 surface exposure; cells stimulated with thapsigargin and PMA; inhibition, % at 10 µM; actives 0.66% (n = 360,000);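 active means inhibition above about 55%, limit read from the data; inconclusive means no clear call, values can overlap the other calls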
# H9c2 protect = cardioprotection against H2O2-induced cell death, primary screen, uHTS, H9c2 cells, ATPLite luminescence; H9c2 cardiomyocytes, H2O2 injury protection, 2 h; protection from H2O2 cell death, % at 20 µM; actives 0.63% (n = 360,000);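 active means compounds giving at least 50% protection of heart cells from peroxide-induced death in the single-dose screen, raw or plate-pattern-corrected value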;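 further: 0% = DMSO wells with peroxide and 100% = DMSO wells without peroxide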
# MC4R antagonist = MC4R antagonists of cAMP signaling, primary screen, cell-based, TR-FRET, antagonist arm of biased-ligand search; MC4R-expressing cells, MTII-stimulated cAMP, LANCE TR-FRET; inhibition, % at 6.5 µM; actives 0.48% (n = 360,000); AID 540295, 2011;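 active means inhibition above its plate's cutoff, the mean of tested wells on that plate plus 3 SD, cut at about 29% in these data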;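 further: 0% = Melanotan II alone and 100% = Melanotan II plus saturating MCL0020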
#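 Assay system: human MC4R-expressing U2OS cells; reagent: Melanotan II stimulation of cells; dosing: 6.5 µM single dose; timing: compound 30 min, challenge 1 h, detection 1 h; signal: TR-FRET cAMP assay; replicates: one well per compound, no replicates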
# aDG glyco up = activators of alpha-DG glycosylation, primary screen, uHTS, Pro5-aDG cells, AlphaScreen; alpha-DG glycosylation AlphaScreen (IIH6); 0% Pro5, 100% B10-LARGE cell signal; activation, % at 10 µM; actives 0.22% (n = 360,000); AID 624168, 2012;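 active means activation of at least 8% versus controls, or a plate z-score of at least 8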;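 further: Pro5 are CHO cells carrying HIG-tagged alpha-DG that lacks glycosylation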
# Active calls of the source: *; ? = inconclusive; · = no result given.
# Value order – ABHD5-PLIN5 inh	m5-HT2A agonist	ABCB6 inh 2	hiPSC survival	aDG glyco up	MC4R antagonist	H9c2 protect	Glyco luc inh	MC4R ag barr	Exocytosis inh
> O=C(CCl)Nc1cc(S(=O)(=O)N2CCCCCC2)ccc1Cl
 : 5	0	86	-1.4	0.1	-2	-22	20	-0.8	-2
> COc1ccccc1S(=O)(=O)Cc1ccc(C(=O)NCCCN2CCN(c3ccc(F)cc3)CC2)o1
 : 0	-4	101	0.4	-0.1	-3	2	-3	1.1	11
> Cc1noc(C)c1COC(=O)c1ccccc1Sc1ccccc1C#N
 : 0	-4	92	0.0	0.3	-1	-11	0	-0.4	1
> COc1cc(N=c2ssnc2Cl)cc(OC)c1OC
 : 61*	4	99	0.2	0.5	-4	8	2	-1.7	99*
> O=C(CN1CCN(Cc2ccccc2)CC1)N1CCN(c2ccccc2)CC1
 : 0	7	97	1.0	0.2	9	-4	2	-0.7	-4
> Cc1cc2nc(-c3cccc(Br)c3)c(Cc3ccsc3)n2c(C)c1Br
 : 0	3	124	1.0	4.1	·	·	·	·	14
> CCOc1ccc(OCCOc2ncnc3ccccc23)cc1
 : 1	-2	105	2.2	0.1	4	-20	0	-1.8	-1
> COc1cccc(/C=N/NC(=O)CNC(=O)c2ccco2)c1O
 : -1	-2	99	-0.7	-0.1	6	20	2	-1.3	-1
> CCNc1nc(NC(C)C)nc(Oc2ccc(/C=N/O)cc2)n1
 : 0	2	88	-0.3	0.0	9	0	-1	-1.5	4
> CC1CCN(C(=O)Cn2c(=O)n(CCCC(=O)NCc3ccco3)c(=O)c3sccc32)CC1
 : 4	13	97	1.4	-0.1	10	4	-1	1.4	-11
> CC(=Cc1ccccc1)C(=O)c1ccccc1
 : -5	-7	99	0.3	0.2	-2	1	-3	-0.6	-6
> CC(=O)c1nc2ccccc2n1S(=O)(=O)c1ccc(C)cc1
 : 1	5	87	-0.5	-0.1	0	5	0	-0.5	-1
> CCN(CC)NC(=O)Nc1ccccc1
 : -1	0	96	0.9	-0.2	10	18	2	0.7	-3
> Cc1cccc(CC(=O)NC2CCCCCC2)c1
 : 4	11	94	0.1	0.3	-2	4	-4	-1.6	-2
> COC(=O)c1ccc(OC(=O)/C=C/c2ccco2)cc1
 : -1	-5	98	-0.4	0.0	9	-5	0	-1.8	-1
> O=C(CCCCCn1c(SCc2ccncc2)nc2ccccc2c1=O)NCc1ccco1
 : 13	-5	94	0.0	-0.1	11	15	-3	-0.9	-2
> O=C(OCc1cc(=O)n2c(n1)sc1ccccc12)c1ccc(O)cc1O
 : 3	5	101	1.1	0.0	-3	3	-1	17*	-1
> Cc1cccc(/C=N/Nc2cc(N3CCOCC3)nc(N3CCOCC3)n2)c1
 : -3	1	102	-0.1	0.6	-4	-2	-7	5.0	0
> COc1ccc2cc(C3CC=C(COC(C)=O)CN3S(=O)(=O)c3ccccc3[N+](=O)[O-])n(C(=O)OC(C)(C)C)c2c1 (stereo unspecified)
 : 5	-1	·	·	-0.3	·	·	·	·	-8
> Cc1ccc(S(=O)(=O)N(CC(=O)Nc2cccnc2)c2cccc([N+](=O)[O-])c2)cc1
 : 6	-4	95	0.8	-0.3	4	10	12	-2.4	-2
> CC(=O)c1ccc(N2CCN(C(=O)c3ccc(S(=O)(=O)NCc4ccco4)cc3)CC2)cc1
 : 3	6	96	-1.9	1.4	8	-4	2	1.3	4
> COc1ccc(CC(=O)Nc2nnc(CC(C)C)s2)cc1S(=O)(=O)N1CCOCC1
 : -9	1	100	-0.3	-0.2	4	-5	2	-1.7	-3
> CC(Oc1ccc2ccccc2c1)C(=O)NNC(=S)NC(=O)c1ccco1 (stereo unspecified)
 : -1	-3	101	-0.1	0.4	3	32	0	-3.8	0
> Cc1cccnc1NC(=S)Nc1ccc(Br)cc1Cl
 : -14	0	91	-0.6	-0.2	5	-15	-2	-1.6	-1
> COc1ccc(CNc2nc(-c3cccnc3)nn2C(=O)C(C)C)cc1
 : 6	1	85	0.3	0.0	1	3	2	-1.4	-1
> CCn1cc(C(=O)NCCCN2CCC(C)CC2)c2cc(OC)c(OC)cc2c1=O
 : 6	1	92	1.7	-0.3	2	4	-7	-1.8	-1
> COc1cc(C(=O)N/N=C(\C)c2ccccn2)cc(OC)c1OC
 : -1	-4	106	0.5	0.4	-16	58*	?	-2.9	12
> O=C(NNC(=O)c1ccc2ccccc2c1)c1ccc(Cl)c(Cl)c1
 : 2	2	98	-2.3	0.0	3	-1	2	0.4	10
> CC(C)=CC(=O)N1CCC(N2CCC(C(=O)NCC3CCCO3)CC2)CC1 (stereo unspecified)
 : 4	9	100	0.3	-0.4	-2	-2	1	-3.9	1
> CCc1cc(C(=O)c2ccc(OC)cc2)c(NC(=O)COCC(=O)O)s1
 : -5	9	99	-0.4	0.1	3	4	-1	-1.2	15
> Cc1ccccc1N1CCN(C(=O)c2cccnc2)CC1
 : -1	-1	104	7.1	0.3	9	3	0	0.2	-1
> O=C(CSc1ccc2c(c1)OCCO2)NC(=O)Cc1ccccc1
 : 2	-1	96	-1.6	0.0	13	0	0	1.5	-7
> Clc1ccc(C2CC(c3ccccc3)Nc3ncnn32)cc1 (stereo unspecified)
 : 3	-3	102	-0.8	-0.1	3	-8	1	-0.6	-2
> COc1cc(O)c(C(C)=O)c(OC)c1
 : -7	-1	98	1.4	0.0	0	0	1	-0.4	1
> Cc1onc(-c2c(F)cccc2Cl)c1C(=O)Nc1ccc(S(=O)(=O)Nc2ncccn2)cc1
 : 5	4	121	-0.9	-0.3	-2	-6	1	-1.6	4
> O=C(NCC1COc2ccccc2O1)C1(c2ccccc2)CCCC1 (stereo unspecified)
 : 0	1	98	-0.5	0.2	7	-11	-3	0.2	1
> CC(C)NC(=O)C1(C)CSCC(=O)N1CC(F)(F)F (stereo unspecified)
 : -1	-1	·	·	-0.2	·	·	·	·	-7
> COc1ccc(S(=O)(=O)N2CCN(CC(O)COc3ccc(C#N)cc3)CC2)cc1OC (stereo unspecified)
 : 4	0	91	-0.3	0.0	-5	8	3	-2.7	-2
> C=CCC(C(=O)OC)(C(=O)OC)c1ccc([N+](=O)[O-])cc1[N+](=O)[O-]
 : 1	2	92	-0.5	2.1	7	-2	-2	0.1	-5
> CCOC(=O)C1=C(CSc2nc3c(cc2C#N)CN(C)CC3)OC(N)=C(C#N)C1c1ccncc1 (stereo unspecified)
 : -2	1	103	-1.8	-0.4	2	-2	-1	-1.9	-1
> COCC(=O)Nc1cc([N+](=O)[O-])ccc1OC
 : 6	44*	96	-1.2	0.0	7	-1	1	0.5	-7
> COc1ccc(OCCC(=O)N2CCN(C)CC2)cc1
 : -2	3	100	-0.3	0.0	-3	-5	2	-0.6	-11
> O=C(c1cccs1)N1CCN(c2nc3ccc([N+](=O)[O-])cc3s2)CC1
 : -5	-3	100	0.4	0.3	-4	0	2	-0.5	-1
> CC[C@@H](C)[C@@H]1CN([C@@H](C)CN2CCC[C@H]2CN2C(N)=NC[C@@H]2Cc2ccccc2)C(=N)N1CCCC1CCCC1
 : 29*	-11	96	-0.1	-0.2	12	-1	1	2.1	22
> CCC1(COC(NC(=O)c2cccnc2)(C(F)(F)F)C(F)(F)F)COC1
 : 2	-1	89	0.8	0.2	3	0	2	0.1	0
> Cc1cc(NC(=O)CCC(=O)N(c2ccccc2)C(C(=O)NC(C)(C)C)c2ccccc2Cl)no1 (stereo unspecified)
 : -3	9	97	-0.5	-0.1	16	6	0	-0.1	-1
> CCOC(=O)NC1(C(F)(F)F)NC(=O)N(c2ccc(F)cc2)C1=O (stereo unspecified)
 : 0	3	104	2.4	0.5	-3	-2	2	0.1	0
> C=CCNC(=O)C(C)N1c2cccc3cccc(c23)S1(=O)=O (stereo unspecified)
 : -11	-2	98	-0.5	0.0	-2	1	3	-0.8	-8
> C#CCOCCOCCOCCNc1nc(N2CCN(C(=O)Cn3cc(CC(C)O)nn3)CC2)nc(N2CCN(C(=O)[C@H](CCCCN)n3cc(CC(C)O)nn3)CC2)n1 (stereo partly specified)
 : -2	0	98	12	-0.2	4	3	2	0.2	-2
> O=C(NCc1ccccc1)c1ccc(S(=O)(=O)N2CCCCCC2)cc1
 : -6	-3	97	0.7	-0.1	-6	-2	-4	-0.6	-5
> Cc1ccc(-n2c(C)cc(C(=O)NS(=O)(=O)c3ccc(C)cc3)c2C)cc1
 : 5	-7	495	-1.8	0.2	12	5	4	2.4	1
> O=C1CCC(C(=O)OC(C(=O)Nc2cc(Cl)cc(Cl)c2)c2ccccc2)=NN1 (stereo unspecified)
 : -10	-4	96	-0.1	0.1	1	-12	-2	0.0	4
> CCC1=NN2C(=N)/C(=C\c3ccc(OCCOc4ccc(NC(C)=O)cc4)cc3)C(=O)N=C2S1
 : -2	-3	103	1.1	-0.2	16	5	2	-2.3	9
> CCOC(=O)Cc1nnc(NC(=O)CSc2nncn2C)s1
 : -9	-2	99	-1.4	0.0	1	5	-2	-1.9	2
> Cc1ccc(NC(=O)c2sc3ncn(CC(=O)N4CCN(c5ccccn5)CC4)c(=O)c3c2C)cc1
 : 8	1	97	-1.3	0.0	-1	6	-4	-0.8	-5
> CCOC(=O)C1CCN(C(=O)c2ccccc2Oc2ccccc2)CC1
 : 3	1	98	0.2	0.2	-1	-9	-1	-2.1	-3
> COc1ccc(C(=O)N/C(=C\c2ccco2)C(=O)NCc2ccco2)cc1
 : -2	6	102	-0.1	-0.3	-1	2	1	-2.5	-2
> COc1ccc(-n2nc(C(=O)NCC(=O)N3CCN(c4ccccc4)CC3)c3ccccc3c2=O)cc1OC
 : 4	-5	107	-0.6	-0.3	14	-5	-3	-0.2	9
> N#C/C(=C\c1ccc[nH]1)Sc1nc2ccccc2s1
 : 0	1	96	4.0	-0.4	2	-11	-3	1.0	-2
> Cc1ccc(NC(=O)CN(C)C(=O)Cc2c(Cl)cccc2Cl)cc1
 : -2	-1	93	0.7	0.1	-5	-2	-2	0.3	6
> COc1ccccc1NC(=O)CSCc1cc(=O)n2ccsc2n1
 : -4	6	102	-0.5	-0.1	2	4	-1	2.1	9
> O=C(c1cccc(F)c1)N1CCN(C(=O)c2cc3ncc(Br)cn3n2)CC1
 : 0	2	91	-1.6	-0.2	-3	6	-3	-1.0	-1
